N370S GC mod = inhibits or activates N370S mutant glucocerebrosidase; actives 0.092% (n = 330,000); AID 2101; N370S GC spleen homogenate, 4MU-glucoside fluorescence; P04062; Potency, µM (titrated, usually from 59.4 µM), inactives show at the top dose activity change, negative = inhibition, actives largely listed as inhibitors;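 also: 0% = full enzyme activity and -100% = no enzyme basal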
TDP1 block = inhibitors of human tyrosyl-DNA phosphodiesterase TDP1 | Q9NUW8 | recombinant TDP1, AlphaScreen DNA substrate cleavage | Potency, µM (highest dose often 130 µM), inactives show top-dose activity change, negative = inhibition, hits mostly inhibitors | actives 0.28% (n = 350,000) | AID 485290; also: nearly all actives have a fitted effect of over 40% in size
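Enzyme-compound mixtures sat 15 min at room temperature, followed by a 5 min reaction with 15 nM final substrate and 10 min with AlphaScreen beads. Recombinant human Tdp1 was used at 1 nM final.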
TDP1 cell noCPT = qHTS for Inhibitors of human tyrosyl-DNA phosphodiesterase 1 (TDP1): qHTS in cells in absence of CPT | Potency, µM (highest dose often 46.2 µM), without a hit: at the top dose activity change, negative = growth inhibition, hits mostly inhibitors | actives 15% (n = 420,000) | DT40 Tdp1-/- hTDP1 cells, no CPT, ATP luminescence, 48 h; also: nearly all actives have a fitted effect of over 55% in size
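Stably hTDP1-transfected Tdp1-null chicken DT40 cells were treated with library compounds minus camptothecin and grown for at least 48 hr at 37 °C, after which cellular ATP was quantified by luminescence.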
Starred values were filed as active, the others as inactive; ? = inconclusive; . = not tested or not shown; & = joins results of further samples; ! = not confirmed by another sample; [ ] = remark or other dose. Calls follow the shape of the dose curve; as a rule, active = well fitted curve in the direction sought with a large enough effect; inconclusive = small, poorly fitted or top-dose-only effect, or another doubt; inactive = no such curve, though single readings can be large; an effect the other way counts as inactive or inconclusive. Unless noted, % is scaled to controls: 0 for no effect and ±100 for the full control effect; potency is read from the fitted curve at half-maximal effect. A portion of the library. The share of hits here may be higher or lower than overall.

Second line of a record: N370S GC mod	TDP1 cell noCPT	TDP1 block
Cc1nc2c(sc3nc4c(cc32)COC(C)(C)C4)c(=O)o1
 : -1%	-20%	3%
O=C(NCc1nc(-c2ccc(Cl)cc2)no1)c1ccco1
 : -3%	-22%	1%
O=C(COC(=O)CSc1ccc(Cl)cc1)NCCc1ccccc1
 : -13%	-15%	1%
Cc1cc(C)n(/N=C\c2c(O)ccc3ccccc23)c(=O)c1C(N)=O
 : -4%	-18%	8%
CCCCCCSc1ccc(-c2nc3ccc(C)cn3c2NCc2ccccc2)cc1
 : ?	16µM*!	1%
C=C(C)Cn1c(SCC(=O)c2ccc(Br)cc2)nc2sc3c(c2c1=O)CCCC3
 : .	0%	6%[12.3 µM]
CCCOc1ccc(C(=O)Nc2ccc(C)cc2[N+](=O)[O-])cc1
 : 6%	-15%	4%
COc1ccc(N(CC(=O)NCc2ccc3c(c2)OCO3)S(=O)(=O)c2c(C)nn(C)c2C)cc1
 : 2%	-28%	4%
CCOCN(C(=O)Cn1cnc2ccccc21)c1c(C)cccc1CC
 : ?	23µM*	0%
COC(=O)c1cnn2c3c(c(C)nc12)CCCC3
 : -26%	-9%	5%
Cc1ccc(OCC(=O)NC(=S)Nc2ccc(Br)cn2)cc1C
 : 14%	-1%	4%
CCN(Cc1ccccc1)S(=O)(=O)c1cc(C(=O)NC(C)C2CC3CCC2C3)ccc1OC (stereo not given)
 : 26%	15µM*	3%
COc1cc(OC)cc(C(=O)NC(C(=O)Nc2ccc(N3CCOCC3)cc2)C(C)C)c1 (stereo not given)
 : -12%	-26%	-3%
Cc1c(O)nc(SCC(=O)Nc2ccc3c4c(cccc24)CC3)n(-c2ccccc2)c1=O
 : 3%	-11%	3%
Cc1cc(F)ccc1N1CCC(N2CCN(CCC(C)C)C(CCO)C2)CC1 (stereo not given)
 : 15%	23µM*	0%
COc1ccc(-c2nc(C(=O)N3CCN(C)CC3)sc2-c2ccc(OC)cc2)cc1
 : -6%&-10%	-20%	22%
CCN(CC)S(=O)(=O)c1ccc(/C=C/C(=O)Nc2cccc(F)c2)cc1
 : 3%	21µM*	2%
CC(c1ccccc1)N1C(=O)c2ccc(C(=O)NCc3cccnc3)cc2C1=O (stereo not given)
 : -6%	-21%	3%
CCC(C)(C)NC(=O)Cc1ccccc1OC
 : 0%	-9%	5%
COc1cccc(C(=O)Nc2ccc3oc(-c4ccc5ccccc5c4)nc3c2)c1
 : .	10µM*	-2%[12.3 µM]
Clc1ccc2c(c1)C1=C(C(c3ccncc3)O2)C(c2ccc(Br)cc2)n2ncnc2N1 (stereo not given)
 : -1%	?	7%
COc1ccc(OC)c2[nH]c(=O)c(CCNS(=O)(=O)c3ccc(Cl)cc3)cc12
 : 1%	-23%	-8%
COCC(=O)N(Cc1cc2ccc(C)cc2[nH]c1=O)c1ccc(OC)cc1
 : 6%	-28%	1%
CCCc1cc(=O)[nH]c(SCC(=O)N(C)C2CCS(=O)(=O)C2)n1 (stereo not given)
 : -13%	0%	0%
COc1ccc(NC2CCCN(C(=O)CCCn3cncn3)C2)cc1 (stereo not given)
 : -5%	.	3%
COc1cc2c(cc1NC(=S)NC(=O)/C=C/c1ccc(OC)c(OC)c1)oc1ccccc12
 : -2%	5%	6%
CCCNC(=O)c1c(N)n(-c2cc(OC)cc(OC)c2)c2nc3ccccc3nc12
 : 22%	?	1%
O=C(CCc1nnc2n(Cc3ccc(F)cc3)c(=O)c3ccccc3n12)NCCCN1CCOCC1
 : -8%	3%	3%
Cc1ccc(C)c(NCCC#N)c1
 : -5%	2%	3%
OC1CCN(c2cc(-c3ccccc3)nc3cc(-c4ccc(F)cc4)nn23)CC1
 : 30%	?	5%

Already shown: an excerpt of the list.
Second line of a record: N370S GC mod	TDP1 cell noCPT	TDP1 block
COc1ccc(NC2CCCN(C(=O)CCCn3cncn3)C2)cc1 (stereo not given)
 : -5%	.	3%
COc1cc2c(cc1NC(=S)NC(=O)/C=C/c1ccc(OC)c(OC)c1)oc1ccccc12
 : -2%	5%	6%
CCCNC(=O)c1c(N)n(-c2cc(OC)cc(OC)c2)c2nc3ccccc3nc12
 : 22%	?	1%
O=C(CCc1nnc2n(Cc3ccc(F)cc3)c(=O)c3ccccc3n12)NCCCN1CCOCC1
 : -8%	3%	3%
Cc1ccc(C)c(NCCC#N)c1
 : -5%	2%	3%
OC1CCN(c2cc(-c3ccccc3)nc3cc(-c4ccc(F)cc4)nn23)CC1
 : 30%	?	5%

Carrying on.
Second line of a record: N370S GC mod	TDP1 cell noCPT	TDP1 block
O=C(CSc1nc(Nc2ccccc2)c2ccccc2n1)c1ccc(Cl)cc1
 : .	18µM*	4%
COc1cc(OC)cc(-c2nc3nc(C)c(CCC(=O)Nc4ccc(C)cc4)c(C)n3n2)c1
 : .	-28%	6%
Cc1ccc(N2C(=O)Nc3ccccc3S2(=O)=O)cc1Cl
 : -4%	?	.
CCN(c1ccccc1)S(=O)(=O)c1ccc(Cl)c(C(=O)NCC2CCCO2)c1 (stereo not given)
 : 5%	?	0%
FC(F)(F)c1cnc2c(-c3ccccc3)n[nH]c2c1
 : 25%	-8%	-6%
COc1cccc(OCC(Cn2c(C)nc3ccccc32)OC(C)=O)c1 (stereo not given)
 : -17%	8.2µM*	3%
CCN(CC(=O)NCc1cccs1)C(=O)c1cccc(S(=O)(=O)N2CC(C)OC(C)C2)c1 (stereo not given)
 : .	-8%	0%
COc1ccccc1CN1CC[C@@]2(CCCN(C(=O)c3cccc(F)c3)C2)C1
 : -2%	-23%	.
COc1ccc(C(=O)Nc2ccc(N3CCN(C)CC3)cc2)cc1
 : 1%	-7%	.
COc1ccc(C(=O)Nc2ccc(-c3nc4ncccc4o3)cc2C)cc1Br
 : .	?	1%
CC(C)N(C(=O)COC(=O)c1ccc(Cl)c(S(N)(=O)=O)c1)C(C)C
 : -7%	-7%	1%
O=S(=O)(c1ccc(Cl)c(Cl)c1)c1snnc1-c1ccccc1
 : 8%	3.3µM*	2%
O=C(CCN1C(=O)/C(=C/c2ccc(F)cc2)SC1=S)NCCc1ccc(O)cc1
 : 0%	?	4%
COc1ccc(C(C(=O)NCc2ccccc2)N(Cc2ccco2)C(=O)c2snc(C(N)=O)c2N)cc1 (stereo not given)
 : 15%	?	.
CC(NC(=O)c1cccc(F)c1)C(c1cccs1)N1CCN(C)CC1 (stereo not given)
 : -6%	-5%	-2%
COC(=O)N/N=C(\C)c1ccccc1OC(F)F
 : 5%	3%	-3%
Cc1cc2ncn(/N=C/c3ccc([N+](=O)[O-])s3)c2cc1C
 : 7%	8.2µM*	-4%
Cc1noc(C)c1NC(=O)Nc1cccc2c1O[C@H](CN(C)S(C)(=O)=O)[C@@H](C)CN([C@H](C)CO)C2=O
 : .	-16%	-1%
CCOC(=O)c1cnc2c(ccc3ccccc32)c1Nc1cccc(OC)c1
 : .	26µM*	0%[12.3 µM]
Cc1ccc(Nc2nc(N)c([N+](=O)[O-])c(N3CCC(C)CC3)n2)cc1C
 : 17%	?	7%
CC(=O)N1CCCc2cc(S(=O)(=O)N3CCCC(C(=O)Nc4cc(C)ccc4C)C3)ccc21 (stereo not given)
 : 9%	-29%	1%
COC(=O)Cc1c(C)nc2nc(NCc3cccc([N+](=O)[O-])c3)[nH]n2c1=O
 : 16%	-9%	3%
CC1=CC(C)C(C[N+]2(C)CCCCC2)C(C)C1 (stereo not given)
 : 2%	13%	4%
CNC(=O)C(NC(=O)CNC(=O)c1ccc(Cl)cc1)C(C)(C)C (stereo not given)
 : -1%	8%	3%
CCCCN(CCCC)CCNC(=O)CSCc1ccc(C)cc1
 : 6%	21µM*	0%
O=C(N/N=C1\CCCc2c1[nH]c1ccc([N+](=O)[O-])cc21)c1ccncc1
 : 4%	.	-5%
Cc1ccc2nc(-c3ccc(NC(=O)COC(=O)c4ccc([N+](=O)[O-])o4)cc3)sc2c1
 : 20%	-23%	3%
Cc1ccc(N2C(=O)[C@@H]3CSC(c4ccc(Cl)cc4)N3C2=O)cc1 (stereo not given in full)
 : .	-20%	4%
O=S(=O)(c1ccccc1)N(Cc1ccc(Cl)cc1)c1ccncc1
 : -1%	-14%	6%
O=C(COC(=O)c1ccc(Br)o1)NCC(=O)Nc1ccc(F)cc1
 : .	?	0%
CCc1ccc2nc(N3CCN(C(=O)c4ccco4)CC3)sc2c1
 : .	?	0%
Cn1c(=O)c(=O)n(C)c2cc(S(=O)(=O)N3CCN(C4CCCCC4)CC3)ccc21
 : 2%	-27%	4%
CCN(CC)c1ccc(/C=N/NC(=O)c2ccc(O)cc2)cc1
 : -10%&-22%	.	11%&1%
CC(C)(C)NC(=O)CSc1nnc(-c2ccncc2)n1Cc1ccccc1
 : 3%	-1%	-7%
CC(C)NC(=O)N1CCC2(CC1)CCN(C(=O)c1cnccn1)CC2
 : -5%	-2%	.
N#C/C(=C\c1ccc[nH]1)C(=O)NCC1CCCO1 (stereo not given)
 : -8%	-1%	3%
CCCCn1c(N)c(S(=O)(=O)c2ccc(C)cc2)c2nc3ccccc3nc21
 : ?	?	0%
O=C(CCc1nc2ccccc2c(=O)[nH]1)N1CCCc2ccccc21
 : -3%	8.2µM*	-9%
C=CCn1c(NCc2ccc(OC)cc2)nc2ccccc21
 : 0%	-4%	2%
Fc1ccc(Nc2c(-c3c[nH]c4ccccc34)nc3ccccn23)cc1
 : .	21µM*	12%
Cc1ccc(-c2nnnn2CS(=O)(=O)c2ccccc2)cc1
 : 6%	-10%	0%
COc1ccc(-c2nc(CS(=O)CC(=O)NC3CCC(C)CC3)c(C)o2)cc1OC (stereo not given)
 : 2%	-17%	4%
O=C(Nc1ccc(Cl)cn1)c1cccc(F)c1
 : -1%	4.6µM*	4%
COc1cccc(CCNC(=O)CCCC(=O)c2ccccc2)c1
 : -12%	-27%	.
O=C(CCCN1C(=O)S/C(=C\C=C\c2ccccc2)C1=O)Nc1ccc(O)cc1
 : -16%	?	5%
O=c1c(O)c(Br)ccc2c(Br)c(O)c(O)c(O)c12
 : -10%	8%[9.04 µM]	.
CCc1nnc(NC(=O)Cn2c(=O)oc3ccccc32)s1
 : 4%	?	0%
COc1ccc(S(=O)(=O)N2Cc3ccccc3CC2C(=O)Nc2cc(Cl)ccc2Cl)cc1 (stereo not given)
 : .	?	-1%
COc1ccccc1CCNC(=O)C(=O)NCC1OCCN1S(=O)(=O)c1ccc(C)cc1 (stereo not given)
 : -6%	?	.
O=C(NCn1cnccc1=O)c1ccccc1
 : 0%	4%	5%

Quoted at random: 3 compounds from above
Second line of a record: N370S GC mod	TDP1 cell noCPT	TDP1 block
COc1ccc(-c2nc(CS(=O)CC(=O)NC3CCC(C)CC3)c(C)o2)cc1OC (stereo not given)
 : 2%	-17%	4%
CNC(=O)C(NC(=O)CNC(=O)c1ccc(Cl)cc1)C(C)(C)C (stereo not given)
 : -1%	8%	3%
CCc1ccc2nc(N3CCN(C(=O)c4ccco4)CC3)sc2c1
 : .	?	0%

More structures
Second line of a record: N370S GC mod	TDP1 cell noCPT	TDP1 block
S=C(NCc1ccc(Cl)cc1)NC12CC3CC(CC(C3)C1)C2
 : ?	?	9%
Cc1ccc(C)c(NC(=O)COC(=O)CC2c3ccccc3CCN2S(=O)(=O)c2ccc(F)cc2)c1 (stereo not given)
 : 0%	?	5%
Nc1ccc(-n2nnnc2CN2CCOCC2)cc1
 : 2%	-2%	1%
O=c1ccc2ccc(OCc3ccccc3)cc2o1
 : 0%	-15%	.
Cc1nc2ccc(C(=O)N3c4ccccc4CC3C)cc2s1 (stereo not given)
 : 0%	?	3%
CC(C)C(=O)NC(Nc1ccc(S(N)(=O)=O)cc1)C(Cl)(Cl)Cl (stereo not given)
 : -7%	-18%	-3%
NC(=O)c1nsc(C(=O)N(c2ccc(F)cc2)C(C(=O)NC2CCCC2)c2ccncc2)c1N (stereo not given)
 : -5%	-12%	0%
COc1cccc(-n2nnc(S(=O)(=O)c3ccc(C)cc3)c2N)c1
 : 4%	23µM*	2%
CNC(=O)c1cc(C(=O)c2ccc(F)cc2C(F)(F)F)c[nH]1
 : 0%	?	.
C=C(C)C1CC=C(C)/C(=N/NC(=O)c2ccc(NC(=O)c3cccc(C)c3)cc2)C1 (stereo not given)
 : 7%	18µM*	2%
CSc1ncc(C(=O)Nc2ccccc2Cl)c(C)n1
 : -3%	-4%	.
Cc1ccccc1N=C1SCC(=O)N1Cc1ccccc1
 : 5%	-3%	0%
CC(/C=C1\SC(=S)N(NC(=O)c2cccc(O)c2)C1=O)=C\c1ccccc1
 : -28%	-19%	11%
CCOC(=O)N1CCN(C(=O)c2ccc(CS(=O)(=O)c3c(Cl)cccc3Cl)o2)CC1
 : -12%	-7%	8%
O=C(/C=C/c1cn(CC(O)CN2CCCCC2)c2ccccc12)c1cccs1 (stereo not given)
 : 3%	16µM*	1%
O=C(c1ccccc1)N1CCN(C(=O)c2nn3c(C(F)(F)F)cc(-c4ccccc4)nc3c2Br)CC1
 : 0%	18µM*	5%[0.0935 µM]

Screening data (PubChem)
